# Source: PubChem
# KB-V1 cytotox: KB-V1 MDR subline cytotoxicity | KB-V1 MDR cells viability, CellTiter-Glo, 72 h | Potency, µM (series often up to 46.1 µM), for inactives: at the top dose activity change, negative = cytotoxicity, hits mostly cytotoxic | 3.4% of 400,000 active | AID 1347076; further: potency means the concentration at half of the fitted maximal effect; on the % scale 0 is the no-effect control and ±100 the full control effect; nearly all actives have a fitted effect of over 60% in size
#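 Cytotoxicity via CellTiter-Glo luminescence after 72 h compound exposure at 37 degrees C. Cells: drug-selected KB-V1 line, DMEM phenol-red free plus 10% FBS. Compounds tested at multiple concentrations; normalized data fitted to concentration-effect curves.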
# IL1B secr inh: blocks inflammasome-driven IL-1 beta release; THP-1 LPS/ATP IL-1B secretion, AlphaLISA, 16 h; hits give low values; activity change, % at 57.5 µM; 4.7% of 360,000 active; in the data active means activity change below about -50%; inconclusive means mostly about -30% to -49%; further: on the % scale 0 is the no-effect control and ±100 the full control effect
#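 Secreted IL-1B measured by AlphaLISA bead assay after 16 h compound exposure of THP-1 cells; compounds (final up to 57.5 uM) added 1 h before LPS (250 ng/mL) and ATP (1.25 mM) stimulation; lower signal means less secretion.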
# HT1080-NT tox: kills 2HG-producing HT-1080-NT fibrosarcoma cells | Potency, µM (titrated, usually from 46.1 µM), for inactives: at the top dose activity, negative = less viability, actives largely listed as cytotoxic | HT-1080-NT fibrosarcoma viability, CellTiter-Glo ATP luminescence, 48 h | 1.6% of 360,000 active;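 further: NT is the 2HG producing partner of a matched IDH1 knockdown line; potency means the concentration at half of the fitted maximal effect; 0% = DMSO-treated cells and -100% = media-only wells without cells; nearly all actives have a fitted effect of over 55% in size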
#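 Luminescent CellTiter-Glo readout after 48 hours of compound exposure at 37 degrees C defined viability of HT-1080-NT cells. Activity was normalized to DMSO wells and cell-free media wells; concentration-response curves were fitted and assigned curve classes.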
# GLP1R ag: activates the human GLP-1 receptor. P43220. HEK293 GLP-1R CRE-luciferase, luminescence, 4-6 h; cells express a hypersensitive GLP-1R form. Potency, µM (top dose mostly 45.6 µM), without a hit: at the top dose activation, hits mostly activators. 0.007% of 380,000 active; further: potency means the concentration at half of the fitted maximal effect; % of control where 0% means no effect
# Target sequence (P43220 whole entry, looked up): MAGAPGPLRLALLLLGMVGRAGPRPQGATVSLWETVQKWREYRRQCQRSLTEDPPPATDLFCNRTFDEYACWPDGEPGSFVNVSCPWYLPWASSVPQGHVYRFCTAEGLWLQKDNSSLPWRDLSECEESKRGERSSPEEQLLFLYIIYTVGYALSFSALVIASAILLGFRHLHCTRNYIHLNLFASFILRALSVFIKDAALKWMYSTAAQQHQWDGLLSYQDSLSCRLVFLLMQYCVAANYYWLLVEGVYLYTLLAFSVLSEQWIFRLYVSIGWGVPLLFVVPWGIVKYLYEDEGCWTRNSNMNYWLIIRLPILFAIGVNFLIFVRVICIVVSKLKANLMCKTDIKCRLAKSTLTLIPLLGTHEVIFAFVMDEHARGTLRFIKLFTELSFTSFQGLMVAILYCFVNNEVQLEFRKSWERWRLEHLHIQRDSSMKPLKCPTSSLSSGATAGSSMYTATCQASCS
# KB-3-1 cytotox: KB-3-1 parental cell cytotoxicity; Potency, µM (highest dose often 46.1 µM), without a hit: top-dose activity change, negative = cytotoxic, actives largely listed as cytotoxic; 1.4% of 400,000 active; KB-3-1 viability, CellTiter-Glo ATP luminescence, 72 h; further: potency means the concentration at half of the fitted maximal effect; on the % scale 0 is the no-effect control and ±100 the full control effect; nearly all actives have a fitted effect of over 60% in size
#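 Here the drug-naive KB-3-1 line serves as comparator for MDR sub-line selectivity; cells received compound titrations, 72 h at 37 °C, then CellTiter-Glo readout.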
# DRD3 antagonist: D3 dopamine receptor (human) antagonism; 2.5% of 360,000 active; AID 652054; D3R cells, DiscoveRx beta-arrestin luminescence, antagonist mode; hits give low values; P35462; max response, negative = inhibition, %; in the data active means max response below about -50%; inconclusive means no clear call, values can overlap the other calls; further: on the % scale 0 is the no-effect control and ±100 the full control effect; mostly tested at two doses, the higher about 12 µM
# Target sequence (P35462 whole entry, looked up): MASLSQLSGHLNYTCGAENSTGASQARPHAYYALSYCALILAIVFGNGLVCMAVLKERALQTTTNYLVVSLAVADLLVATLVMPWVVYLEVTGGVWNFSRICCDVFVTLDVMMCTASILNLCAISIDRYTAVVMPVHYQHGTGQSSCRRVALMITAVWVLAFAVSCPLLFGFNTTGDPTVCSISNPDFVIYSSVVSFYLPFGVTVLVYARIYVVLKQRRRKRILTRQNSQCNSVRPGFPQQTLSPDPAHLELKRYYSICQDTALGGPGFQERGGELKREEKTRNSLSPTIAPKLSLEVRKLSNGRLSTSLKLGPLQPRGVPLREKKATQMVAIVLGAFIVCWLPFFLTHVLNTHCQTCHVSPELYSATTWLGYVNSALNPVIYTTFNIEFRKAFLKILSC
#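 Cells plated overnight at 1500 cells/well, then exposed to library compounds with dopamine controls for 90 minutes at 37 degrees C. DiscoveRx reagent added for 30–60 minutes at room temperature; luminescence read, quantitative HTS format.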
# HT1080 IDH1KD tx: HT-1080 IDH1 knockdown cell toxicity (counter line) | HT-1080 IDH1 knockdown viability, ATP luminescence, 48 h | Potency, µM (highest dose often 46.1 µM), without a hit: top-dose activity, negative = toxicity, most hits filed as cytotoxic | 2% of 360,000 active | AID 686971;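 further: potency means the concentration at half of the fitted maximal effect; 0% = DMSO wells and -100% = cell-free medium wells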
#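 Luminescent ATP read-out (CellTiter-Glo, 10 min at room temperature) after 48 h compound exposure at 37 °C gave viability of IDH1-knockdown HT-1080 cells. Activity was normalised to DMSO and cell-free wells, then fitted as concentration-response curves.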
# D3 ag: activates the human D3 dopamine receptor | P35462 | D3R DiscoveRx beta-arrestin cells, luminescence, 90 min | max activation, % | 0.58% of 410,000 active | AID 652048; in the data active means max activation above about 30%; further: 0% is about no effect; mostly tested at two doses, the higher about 12 µM
#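 Cells at 1500/well, incubated overnight, then treated with pinned compounds (dopamine as control) for 90 min at 37 degrees C. DiscoveRx reagent added for 30 - 60 minutes at room temperature; luminescence read.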
# SW480 rerep: induces DNA re-replication in SW480 colon adenocarcinoma cells; SW480 DNA re-replication, Hoechst DNA content imaging, 48 h; Potency, µM (doses to about 46.1 µM), inactives show top-dose re-replication activation, hits mostly activators; 1.8% of 340,000 active; AID 624297; further: potency means the concentration at half of the fitted maximal effect; % of control where 0% means no effect; nearly all actives have a fitted effect of over 55% in size
#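 Image-based DNA-content assay: after two days of treatment, nuclei were labelled with the DNA dye Hoechst and imaged, and hits were compounds raising the count of nuclei showing high fluorescence intensity.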
# Active calls of the source: *; ? = inconclusive; / = not tested or not shown; & = joins results of further samples; [ ] = another dose, or the depositor's remark. Unless noted, the call rests on the fitted dose curve; in most records, active means well fitted curve in the direction sought with a large enough effect; inconclusive means small, poorly fitted or top-dose-only effect, or another doubt; inactive means no such curve, though single readings can be large; an effect the other way counts as inactive or inconclusive.
SMILES,KB-V1 cytotox,IL1B secr inh,HT1080-NT tox,GLP1R ag,KB-3-1 cytotox,DRD3 antagonist,HT1080 IDH1KD tx,D3 ag,SW480 rerep
COc1ccc(C(O)c2ncc(-c3cccc(OC)c3)[nH]2)cc1 (stereo not drawn),-3%,-5,-2%,6%,0%,14,0%,0,/
Nc1c(N(Cc2ccccc2)C(=O)COc2cccc(Cl)c2)c(=O)[nH]c(=O)n1Cc1ccccc1,12%,-21,11%,-5%,9%,13,8%,-1,7%
CN1C(=O)C2(Nc3ccccc3-c3nc4ccccc4n32)c2ccccc21 (stereo not drawn),?,0,-5%,-6%,-27%,-1,-5%,-10,-7%
COc1ccc(CNC(=O)C2CCN(c3nc(OC)nc(OC)n3)CC2)cc1,-15%,13,3%,-5%,-7%,-7,0%,4,1%
CCCCCCOC(=O)Cc1c(C)nc(-c2ccccc2)[nH]c1=O,-6%,12,14%,-18%,23%,42,8%,1,1%
COc1ccc(CCNC(=O)Nc2cc(F)c(F)cc2Cl)cc1OC,0%,17,-13%,5%,13%,-14,-1%,1,-9%
Cc1ccc(NS(=O)(=O)N2CCCCC2)cc1,13%,15,-12%,5%,11%,11,1%,-3,5%
CSc1ccccc1NC(=S)Nc1cccc(C(F)(F)F)c1,15%,0,8%,-6%,13%,-7,2%,-1,-3%
Cn1c(SCC(=O)NCc2ccc3c(c2)OCO3)nnc1-c1c[nH]c2ccccc12,6%,18,-15%,-5%,1%,-10,-3%,9,-7%
Nc1c(C(=O)N/N=C/c2ccc([N+](=O)[O-])cc2)sc2nnc(-c3ccccc3)c(-c3ccccc3)c12,25%,-13,3%,0%,-1%,5,7%,3,-5%
CCOC(=O)C1(CCc2ccccc2)CCN(Cc2nccn2CC)CC1,?,6,?,7%,3%,11,?,-6,2%
CCc1cc(-c2nnc(SCC(=O)NC3CC3)n2C)cs1,12%,40,-2%,9%,3%,7,-1%,2,-7%
Cc1ccc(N(CC(=O)N/N=C/c2cccs2)S(C)(=O)=O)cc1,?,-2,11%,0%,1%,13,11%,-4,-10%
O=C(O)c1ccccc1SC1CC(=O)N(c2ccc3c(c2)OCO3)C1=O (stereo not drawn),7%,29,13%,1%,-2%,4,13%,0,-12%
O=C1CS(=O)(=O)N(Cc2ccccc2F)c2ccc(Br)cc21,10%,21,?,1%,0%,9,-1%,16,-2%
Cc1ccccc1NC(=O)Nc1nnc(CC(=O)NCc2ccccc2)s1,22%,7,-5%,0%,0%,-11,-16%,-7,-4%
COc1ccc(CCC(=O)NNC(=S)NCc2ccc(F)cc2)cc1,-2%,-3,4%,-2%,-19%,-10,6%,-7,-46%[inhibitor]
Cc1cc(NC2CCCCC2)nc2ccccc12,-28%,-91*,-2%,-1%,?,-67*,-5%,4,1%
Cc1ccc(-n2c(C)cc(C(=O)OCC(=O)N(C)C3CCS(=O)(=O)C3)c2C)cc1 (stereo not drawn),5%,-16,-2%,2%,-19%,?,-4%,5,-4%
Cc1ccc(NC(=O)c2cc(N3C(=O)C=CC3=O)ccc2Cl)cc1C,12%,-14,-9%,-9%,3%,0,2%,-3,?
COc1ccc(OC)c(C(c2nnnn2Cc2ccccc2)N2CCN(C3CCCCC3)CC2)c1 (stereo not drawn),-19%,-30,-5%,7%,?,?,-3%,-2,-3%
COCCn1c(-c2ccco2)nc2nc3ccccc3nc21,-17%,-5,0%,2%,9%,6,5%,4,?
O=C(CCn1cccc1)Nc1cccc(F)c1,15%,-1,12%,-8%,2%,6,7%,2,-3%
O=C(CCc1ccccc1)NC(=S)Nc1ccccc1Br,12%,0,-2%,0%,5%,5,5%,0,-19%

# Profiles, looked up by structure. Order of values: KB-V1 cytotox	IL1B secr inh	HT1080-NT tox	GLP1R ag	KB-3-1 cytotox	DRD3 antagonist	HT1080 IDH1KD tx	D3 ag	SW480 rerep
# `O=C(CCn1cccc1)Nc1cccc(F)c1` as listed: 15%	-1	12%	-8%	2%	6	7%	2	-3%
# `O=C(CCc1ccccc1)NC(=S)Nc1ccccc1Br` as listed: 12%	0	-2%	0%	5%	5	5%	0	-19%
# `COc1ccc(OC)c(C(c2nnnn2Cc2ccccc2)N2CCN(C3CCCCC3)CC2)c1` (stereo not drawn) as listed: -19%	-30	-5%	7%	?	?	-3%	-2	-3%
# `Cc1cc(NC2CCCCC2)nc2ccccc12` as listed: -28%	-91*	-2%	-1%	?	-67*	-5%	4	1%

# Carrying on.
SMILES,KB-V1 cytotox,IL1B secr inh,HT1080-NT tox,GLP1R ag,KB-3-1 cytotox,DRD3 antagonist,HT1080 IDH1KD tx,D3 ag,SW480 rerep
Cc1ccc(C(=O)OCC(=O)NCc2ccc3c(c2)OCO3)o1,24%,18,0%,18%,13%,3,15%,4,-4%
Cc1c(C)c2c(C)[nH]nc2oc1=O,27%,16,-6%,-6%,4%,-1,0%,3,-17%
O=C(Nc1cccc(O)c1)c1ccc(Br)c(S(=O)(=O)N2CCCCC2)c1,0%,36,-1%,6%,-1%,13,-7%,0,-4%
Cc1cccc(OCCn2c(NC(=O)c3ccco3)nc3ccccc32)c1,2.3µM*,13,-18%,0%,?,-11,-28%,-3,?
COc1ccc2c(c1)CC/C2=N\OC(=O)c1cccc(C)c1,?,0,9%,16%,22%,0,14%,-4,14%
COc1cc(C)c(C)cc1S(=O)(=O)NC1CC(C)(C)NC(C)(C)C1,6%,-2,14%,16%,-17%,-18,12%,-10,-13%
COCCn1nnnc1CN(Cc1ccco1)Cc1cc2cc3c(cc2[nH]c1=O)OCO3,-21%,-11,-2%,12%,0%,-16,-24%,2,-14%
C[C@H](NC(=O)C1CC(=O)N(c2ccc3c(c2)OCCO3)C1)C(=O)NC1CCCC1 (stereo partly drawn),14%,-6,7%,0%,9%,3,17%,4,8%
O=C(NNC(=O)c1ccccc1F)c1cccc(S(=O)(=O)N2CCc3ccccc32)c1,-30%,39,-9%,12%,?,-3,0%,7,?
COc1cc(/C=N\Nc2nc(-c3ccc(C)cc3)c(NC(C)=O)s2)ccc1O,7%,-62*,-22%,7%,-5%,0,-16%,10,-11%
CC(C)(C)C(=O)CSc1ncnc2c1cnn2-c1ccccc1,?,/,22%,8%,-22%,5,19%,12,?
CO/N=C(\N)c1nonc1N,?,12,-4%,0%,16%,1,17%,12,0%
Cc1cccc(NC(=O)CNC(=O)CCNC(=O)c2ccc(C(C)(C)C)cc2)c1C,-7%,4,6%,10%,2%,7,0%,0,5%
O=C1NC2(CCCCCC2)C(=O)N1Cc1ccccc1Br,0%,1,-3%,10%,0%,1,-11%,-4,6%
Cc1cc(/C=N/NC(=O)C(=O)NCc2ccccn2)c(C)n1-c1cccc(Br)c1,18%,-3,-14%,15%,-14%,-13,-13%,-7,-6%
CC[C@H](C)Cc1cn([C@@H](CCCCN)C(=O)NCCCCCCCCCCC(=O)N2CCNCC2)nn1,?,6,4%,15%,-3%,-24,5%,-10,-18%
COc1ccccc1NC(=S)Nc1ccc2cn[nH]c2c1,-1%,0,7%,6%,4%,10,-5%,2,-3%
CCc1nccn1S(=O)(=O)c1ccc2ccc(C)cc2c1,20%,27,11%,-10%,11%,39,13%,4,-2%
CCNC(=S)N(CCc1c(C)[nH]c2ccc(F)cc12)Cc1cccnc1,6%,-4,-2%,11%,?,-7,-8%,-7,-3%
O=C(Cc1ccccc1)N1CCc2[nH]nc(-c3ccccc3)c2C1,-15%,-12,19%,2%,4%,-8,6%,5,-1%
CCC(=O)N1CCN(c2ccc(NC(=O)c3ccco3)cc2)CC1,19%,20,9%,-1%,0%,?,1%,-3,1%
COc1ccc(Cl)cc1NC(=O)c1cnc2n(c1=O)CCS2,-4%,6,3%,6%,5%,25,14%,4,-8%
COc1ccc(NC(=O)c2csc3c2CCCC3)cc1,-8%,-5,-2%,2%,-6%,23,?,-23,-18%
CC1(C)CC(=O)C2=C(C1)N(c1ccccc1)C(=O)C(C(=O)OCc1ccccc1)C2 (stereo not drawn),7%,3,12%,11%,?,-2,4%,-7,-8%[9.22 µM]
COc1ccc(NS(=O)(=O)c2ccc3c(c2)CCC(=O)N3)c(OC)c1,15%,-1,-4%[9.24 µM],7%,3%,18,-4%,-4,-1%
CN(Cc1ccccc1F)c1nc(-c2cccnc2)nc2ccccc12,?,-76*,-7%,14%,?,4,-6%,24,-5%
CCOc1ccc(C2/C(=C(\O)c3ccc4c(c3)OCCO4)C(=O)C(=O)N2Cc2cccnc2)cc1OCC (stereo not drawn),?,20,3%,-4%,17%,-15,-2%,-7,-8%
O=C(Nc1ccc(NC(=O)C2CC2)nc1)c1ccccc1F,-1%,7,13%,12%,-3%,5,6%,-7,0%
O=C(N/N=C/c1ccccn1)c1cccnc1,1%,10,-10%,3%,1%,15,1%,-13,-3%
CN(C)Cc1c(O)ccc2ccccc12,-9%,0,3%,2%,-2%,-6,-3%,-4,-6%
COc1ncc(C2=CC(=O)CC(C)(C)C2)cn1,-19%,-13,-5%,-4%,-21%,0,0%,-28,18%[9.22 µM]
Cc1ccc(-n2c(Cn3c(C)nc4ccccc43)n[nH]c2=S)cc1,?,3,8%,-1%,1%,0,1%,0,?
CCc1ccc(NS(=O)(=O)c2[nH]ncc2C(=O)OC)cc1,?,/,/,1%,23%,/,/,11,/
Cc1nnc(C)n1/N=C/c1cccc([N+](=O)[O-])c1,18%,9,11%,5%,-8%,2,15%,-10,-9%
O=C(COc1ccc(-n2cnnn2)cc1)Nc1ccc(F)c(F)c1,/,-13,4%,-12%,/,5,10%,-2,-22%
CCC(Sc1ncc(S(=O)(=O)c2ccc(Cl)cc2)c(=O)[nH]1)C(=O)Nc1ccc(OC)cc1 (stereo not drawn),5%,/,/,-6%,20%,/,/,5,/
CCn1cc(C(=O)N2CCN(c3ccccc3)CC2)c(=O)c2cc(S(=O)(=O)N3CCOCC3)ccc21,?,-16,21%,1%&-5%,?,0,8%,0&-15,-26%
